# SKN-1 block = C. elegans SKN-1 inhibition. C. elegans VP596 Pgst-4::GFP/RFP ratio, acrylamide-induced, 24 h. inhibition, % at 21.8 µM. 0.49% of 360,000 active;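 active = interference check ratio from 0.5 to 1.5 plus GFP to RFP signal ratio inhibition reaching or exceeding a fixed threshold, cut at about 30% in these data, passing the limit was not always enough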; also: some compounds called inactive have numbers as strong as hits
# TbMetRS inhib = blocks T. brucei methionyl-tRNA synthetase activity; AID 624268; purified T. brucei MetRS, ATP depletion, Kinase-Glo luminescence; inhibition, % at 11.9 µM; 0.4% of 360,000 active;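 active = inhibition above a per-plate cutoff of the control wells' mean inhibition plus 3 SD, cut at about 5.5% in these data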;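 also: 0% = DMSO wells median and 100% = median of wells with control inhibitor compound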
#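 Assay system: T. brucei methionyl-tRNA synthetase, purified | Medium: HEPES buffer with MgCl2, KCl, DTT, spermine, BSA, pyrophosphatase | Compound: 11.9 µM single point | Incubation: 15 min enzyme-compound preincubation, 2 h reaction, 10 min detection, 25 °C | Measured by: Kinase-Glo luciferase luminescence reporting remaining unconsumed ATP | Measure: % inhibition normalized to control-well medians | Replication: Singlicate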
# CendR NRP1 mod = NRP-1/CendR interaction modulation | O14786 | FAM-RPARPAR peptide binding to NRP-1, fluorescence polarization | inhibition, % at 25 µM | 0.85% of 360,000 active | AID 602438;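 active = inhibition or corrected inhibition above about 18%, plus a signal ratio from 0.5 to 1.5, limit read from the data, passing the limit was not always enough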; also: strong numbers were not always called active
# Target sequence (O14786 whole entry, looked up): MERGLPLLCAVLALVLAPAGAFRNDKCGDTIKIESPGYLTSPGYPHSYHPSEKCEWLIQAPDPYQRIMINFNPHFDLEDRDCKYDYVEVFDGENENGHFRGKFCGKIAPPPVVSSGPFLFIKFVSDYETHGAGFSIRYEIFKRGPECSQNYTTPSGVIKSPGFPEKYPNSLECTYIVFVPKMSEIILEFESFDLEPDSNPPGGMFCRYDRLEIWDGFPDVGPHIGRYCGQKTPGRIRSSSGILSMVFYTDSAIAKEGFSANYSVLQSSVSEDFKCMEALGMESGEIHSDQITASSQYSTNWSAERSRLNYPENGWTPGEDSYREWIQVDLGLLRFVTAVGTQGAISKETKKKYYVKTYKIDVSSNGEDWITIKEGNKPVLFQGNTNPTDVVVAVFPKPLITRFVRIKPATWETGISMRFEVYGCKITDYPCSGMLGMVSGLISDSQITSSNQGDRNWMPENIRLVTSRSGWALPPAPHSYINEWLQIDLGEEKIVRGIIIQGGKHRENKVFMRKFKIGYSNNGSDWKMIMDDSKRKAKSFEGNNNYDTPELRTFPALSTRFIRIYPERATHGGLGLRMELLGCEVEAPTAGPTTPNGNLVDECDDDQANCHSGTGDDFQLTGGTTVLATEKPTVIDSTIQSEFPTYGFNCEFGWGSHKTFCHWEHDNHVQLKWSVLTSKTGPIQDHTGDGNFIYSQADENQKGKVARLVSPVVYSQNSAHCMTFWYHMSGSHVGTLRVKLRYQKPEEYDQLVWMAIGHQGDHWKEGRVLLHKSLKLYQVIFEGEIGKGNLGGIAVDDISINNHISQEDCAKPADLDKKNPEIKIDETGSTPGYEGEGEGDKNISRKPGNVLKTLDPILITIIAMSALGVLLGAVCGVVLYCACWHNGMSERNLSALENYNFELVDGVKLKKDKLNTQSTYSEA
# Scp-1 inhibitor = inhibitors of human Scp-1 phosphatase. Q9GZU7. inhibition, % at 20 µM. 0.88% of 340,000 active. Recombinant Scp1, phosphopeptide, malachite green phosphate absorbance;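 active = inhibition above about 50% at 20 µM, limit read from the data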;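 also: plate controls were DMSO wells with enzyme for no effect and wells lacking enzyme for full effect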
#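 Times: enzyme reaction 45 min at room temperature, colour 5 min, stabilisation 30 min. Material: SCP-1 catalytic fragment, aa 76-261. Medium: Acidic Tris acetate buffer with magnesium and detergent. Signal: colorimetric free-phosphate detection, absorbance 630 nm. Read-out basis: % inhibition of SCP-1 phosphate liberation. Reagent: Phosphorylated 17-residue peptide substrate.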
# LMPTP block = LMPTP (human) inhibition; recombinant LMPTP-A, OMFP fluorogenic substrate, fluorescence intensity; inhibition, % at 20 µM; 0.22% of 360,000 active; AID 651560;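 active = compounds that cut the enzyme signal by at least half of the control window in the single-dose screen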;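 also: plate controls were DMSO wells with enzyme plus substrate for no effect and substrate without enzyme for full effect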
#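 material = LMPTP-A | quantity = 0.625 nM enzyme | reagent = OMFP substrate, 400 µM final | buffer or medium = Bis-Tris pH 6.0, DTT, detergent | detection = endpoint fluorescence intensity from OMFP dephosphorylation | dosing = single 20 µM dose | read-out basis = % inhibition relative to no-enzyme and uninhibited control wells | control set = no-enzyme and uninhibited controls | timing = 50 min at room temperature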
# DNMT1 inh = DNMT1 (human) enzyme inhibition; P26358; 0.83% of 360,000 active; DNMT1 molecular beacon, Hinp1I cleavage, fluorescence; AID 588458; inhibition (reported as % activation of signal), % at 10 µM; in the data active = inhibition above about 50%
# NadD inh = blocks S. aureus nicotinate mononucleotide adenylyltransferase | purified NadD enzyme, colorimetric absorbance read-out | inhibition, % at 20 µM | 0.78% of 360,000 active; in the data active = inhibition above about 26%; also: some compounds past the cut are filed as inactive
# SUMO1-SIM PPI = SUMO1-SIM interaction modulation; AID 602429; SUMO1 binding to a labelled peptide, TR-FRET, 1 h; inhibition, % at 20 µM; P63165; 0.33% of 360,000 active; in the data active = inhibition above about 37%
# Target sequence (P63165 whole entry, looked up): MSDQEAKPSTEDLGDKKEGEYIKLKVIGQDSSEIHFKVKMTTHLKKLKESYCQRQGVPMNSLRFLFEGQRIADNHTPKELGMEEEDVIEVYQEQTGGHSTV
# STEP block = inhibitors of human striatal-enriched phosphatase STEP | P54829 | recombinant STEP, OMFP fluorogenic substrate, fluorescence | inhibition, % at 20 µM | 0.25% of 360,000 active;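 active = inhibition at 20 µM, scaled per plate between control wells, above about 37%, limit read from the data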;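 also: 0% = DMSO with enzyme and substrate and 100% = substrate only without enzyme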
#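 Assay system: isolated STEP enzyme. Buffer or medium: pH 6.0 Bis-Tris with DTT and Tween 20. Also added: fluorogenic phosphatase substrate OMFP at 25 µM final. Dosing: 20 µM, 1% DMSO. Timing: 20 min reaction, room temperature, in the dark. Measured by: fluorescence intensity, excitation 480 nm, emission 540 nm. Evaluation: normalized % inhibition.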
# Neddylation inh = cullin neddylation inhibition; calls only at 25 µM; P61081+Q13564; TR-FRET cullin neddylation, biochemical; 0.58% of 360,000 active; in the data active = inhibition above about 36%
# * hit, by the source's call; i = inactive; . = not tested or not shown. Outcome played no part in choosing rows; any-hit rate near 4.6%.
no.	canonical_smiles	SKN-1 block	TbMetRS inhib	CendR NRP1 mod	Scp-1 inhibitor	LMPTP block
1	O=C1/C(=C\c2ccc(Br)cc2)SC(=S)N1NS(=O)(=O)c1ccccc1	8	0.3	-53	3	-1.1
2	COC(=O)c1ccc(NC(=O)CSCc2ccccc2)cc1	25	-1.2	-1	-10	0.1
3	CCN(CC(=O)NC1CC1)S(=O)(=O)c1ccc(OC)cc1	-8	0.1	20	-7	-0.2
4	CCC(C)c1ccc(N(CC(=O)NC(C)(C)C)C(=O)CNC(=O)c2cccs2)cc1 (stereo unspecified)	18	-0.4	10	5	0.6
5	COc1ccc(N(CC(=O)NC2CCCCCC2)S(=O)(=O)c2ccc(C)cc2)cc1OC	18	-0.1	2	-14	0.2
6	Cc1ccc(N(CC(=O)N/N=C/c2ccc(OC3CSC3)cc2)S(=O)(=O)c2ccccc2)c(C)c1	18	-0.9	-6	-4	2.4
7	Cc1nnc(NC(=O)CSc2nnc(CC(=O)Nc3ccccc3C)n2C)s1	-1	-0.2	5	1	-1.1
8	COc1cc(OC)cc(C(=O)N/N=C\c2ccoc2)c1	-11	-0.7	-20	26	0.0
9	FC(F)(F)c1cc(N2CCN(Cc3ccccc3)CC2)c2ccccc2n1	-3	-1.0	-7	-7	0.5
10	CCCN(CCC)C(=O)CSc1nc2ccccc2c(=O)n1C1CCCC1	2	0.5	-8	-5	2.5

no.	DNMT1 inh	NadD inh	SUMO1-SIM PPI	STEP block	Neddylation inh
1	9	18	2	0	i
2	-1	-2	-3	-3	i
3	-1	-1	1	0	i
4	-1	-6	-2	1	i
5	7	-10	-3	1	i
6	-14	26	1	-3	i
7	1	-1	0	0	i
8	6	0	3	0	i
9	13	-5	-4	1	i
10	-2	4	-2	1	i

# The list goes on.
no.	canonical_smiles	SKN-1 block	TbMetRS inhib	CendR NRP1 mod	Scp-1 inhibitor	LMPTP block
11	CCOc1ccc(Br)cc1S(=O)(=O)N1CCC(C(=O)O)CC1	5	0.7	6	-3	-1.1
12	O=C(c1cccnc1)N1N=C(c2cccs2)CC1c1ccc(F)cc1 (stereo unspecified)	-4	-0.4	-2	-4	-2.1
13	COc1ccc(OCc2nn3c(-c4cccc(OC)c4)nnc3s2)cc1	-13	-0.8	-4	5	5.1
14	O=C(CNC(=O)c1ccc(N2C(=O)c3ccccc3C2=O)cc1)OCC(=O)c1cccc2ccccc12	4	-0.6	-7	-8	2.2
15	N#CC1=C(N)Oc2cc(N)ccc2C1c1ccccc1 (stereo unspecified)	0	-0.9	-1	0	0.4
16	COCCn1c(=NC(=O)/C=C/c2ccccc2Cl)sc2cc(NC(C)=O)ccc21	6	-0.1	-11	-4	-2.2
17	Cc1cccc(NC(=O)NCC2CC2)c1	12	0.1	8	-8	-0.2
18	Nc1sc(-c2ccccc2)cc1C(=O)NCCN1CCOCC1	-5	-0.8	2	.	0.3
19	COc1cccc(C(=O)Nc2cc(NC(=O)c3cccs3)ccc2C)c1OC	8	-0.1	-6	-6	1.5
20	COc1cc(NC(=O)CCn2c(=S)oc3ccccc32)cc(OC)c1OC	-18	-1.1	-3	-2	-1.6

no.	DNMT1 inh	NadD inh	SUMO1-SIM PPI	STEP block	Neddylation inh
11	-2	2	2	0	i
12	0	-7	-9	-1	i
13	-1	1	0	8	i
14	20	8	0	2	i
15	-4	-2	-2	0	i
16	32	-2	-1	-2	.
17	-1	-1	2	2	i
18	.	.	-11	.	i
19	-6	-2	5	0	i
20	-2	-3	-4	2	i

# Single records, as listed above:
# `O=C(CNC(=O)c1ccc(N2C(=O)c3ccccc3C2=O)cc1)OCC(=O)c1cccc2ccccc12` is listed as SKN-1 block = 4; TbMetRS inhib = -0.6; CendR NRP1 mod = -7; Scp-1 inhibitor = -8; LMPTP block = 2.2; DNMT1 inh = 20; NadD inh = 8; SUMO1-SIM PPI = 0; STEP block = 2; Neddylation inh = i
# `COCCn1c(=NC(=O)/C=C/c2ccccc2Cl)sc2cc(NC(C)=O)ccc21` is listed as SKN-1 block = 6; TbMetRS inhib = -0.1; CendR NRP1 mod = -11; Scp-1 inhibitor = -4; LMPTP block = -2.2; DNMT1 inh = 32; NadD inh = -2; SUMO1-SIM PPI = -1; STEP block = -2; Neddylation inh = .

# Remaining list, next part
no.	canonical_smiles	SKN-1 block	TbMetRS inhib	CendR NRP1 mod	Scp-1 inhibitor	LMPTP block
21	O=S(=O)(NCc1cccnc1)c1cccn1-c1ncc(C(F)(F)F)cc1Cl	1	-0.5	-1	-10	0.4
22	O=C(NCC1CCCO1)c1ccc2c(=O)n(-c3ccccc3)c(=S)[nH]c2c1 (stereo unspecified)	-5	0.2	0	-9	-0.9
23	COc1cc(CN2CCN(CCOCCO)CC2)cc(OC)c1OC	11	-0.4	-20	-2	-2.4
24	Cc1cc(NC(=O)c2cccc3ccccc23)cc(C)c1OCC(=O)N1CCOCC1	-7	-1.0	2	-13	-0.6
25	Cc1nnc2sc(COc3ccccc3)nn2c1=O	-7	0.0	-8	12	0.1
26	CCN(CCO)Cc1cc(=O)oc2c(C)c(C)ccc12	-1	-1.2	12	-7	-1.4
27	COCCOC(=O)c1c(C)n(C)c2ccc(OC(=O)c3ccccc3F)cc12	-3	-0.3	2	-13	2.0
28	COC(=O)c1cc(S(=O)(=O)N2CCCCC2C)c[nH]1 (stereo unspecified)	-4	-0.6	5	-13	-1.2
29	Cc1ccccc1NC(=O)C1CCCN1/C=C/C(=O)C(F)(F)F (stereo unspecified)	12	-0.5	-6	-5	-0.1
30	CC(C)Cn1nc(C(=O)NCc2ccccc2CN2CCCC2)c2ccccc2c1=O	-7	-0.3	8	0	0.8

no.	DNMT1 inh	NadD inh	SUMO1-SIM PPI	STEP block	Neddylation inh
21	-7	1	-1	-1	i
22	-1	1	0	2	i
23	5	3	-1	-2	i
24	-2	0	-8	-1	i
25	1	2	-10	2	i
26	4	0	-6	-2	i
27	-2	-10	2	-1	i
28	5	-3	-5	-4	i
29	-1	-2	-1	1	i
30	-1	-2	1	-6	i

# Sorted by number of heavy atoms (falling): some entries from above.
no.	canonical_smiles	SKN-1 block	TbMetRS inhib	CendR NRP1 mod	Scp-1 inhibitor	LMPTP block
30	CC(C)Cn1nc(C(=O)NCc2ccccc2CN2CCCC2)c2ccccc2c1=O	-7	-0.3	8	0	0.8
16	COCCn1c(=NC(=O)/C=C/c2ccccc2Cl)sc2cc(NC(C)=O)ccc21	6	-0.1	-11	-4	-2.2
27	COCCOC(=O)c1c(C)n(C)c2ccc(OC(=O)c3ccccc3F)cc12	-3	-0.3	2	-13	2.0
21	O=S(=O)(NCc1cccnc1)c1cccn1-c1ncc(C(F)(F)F)cc1Cl	1	-0.5	-1	-10	0.4
23	COc1cc(CN2CCN(CCOCCO)CC2)cc(OC)c1OC	11	-0.4	-20	-2	-2.4
18	Nc1sc(-c2ccccc2)cc1C(=O)NCCN1CCOCC1	-5	-0.8	2	.	0.3
26	CCN(CCO)Cc1cc(=O)oc2c(C)c(C)ccc12	-1	-1.2	12	-7	-1.4
25	Cc1nnc2sc(COc3ccccc3)nn2c1=O	-7	0.0	-8	12	0.1
17	Cc1cccc(NC(=O)NCC2CC2)c1	12	0.1	8	-8	-0.2

no.	DNMT1 inh	NadD inh	SUMO1-SIM PPI	STEP block	Neddylation inh
30	-1	-2	1	-6	i
16	32	-2	-1	-2	.
27	-2	-10	2	-1	i
21	-7	1	-1	-1	i
23	5	3	-1	-2	i
18	.	.	-11	.	i
26	4	0	-6	-2	i
25	1	2	-10	2	i
17	-1	-1	2	2	i

# (more compounds)
no.	canonical_smiles	SKN-1 block	TbMetRS inhib	CendR NRP1 mod	Scp-1 inhibitor	LMPTP block
31	C[C@H](CO)N1C[C@H](C)[C@@H](CN(C)Cc2cccnc2)Oc2ncc(-c3cccc(C#N)c3)cc2C1=O	-6	-0.9	-12	.	-0.8
32	CN(C)S(=O)(=O)c1cccc(NC(=O)C(c2ccccc2)c2ccccc2)c1	-3	0.9	3	-10	2.8
33	COc1cccc(N2CCN(C(=O)c3cccc(S(=O)(=O)N4CCCC4)c3)CC2)c1	-3	-0.3	-8	.	-1.5
34	NC(=O)c1ccccc1NC(=O)CC1(CC(=O)O)CCCC1	3	0.2	16	-5	-1.0
35	O=C(Oc1oc(-c2ccco2)nc1C=Nc1ccc(Cl)cc1)c1ccco1	14	-1.1	-8	2	-0.4
36	COc1ccc(NC(=O)CN2C(=O)NC(C)(c3ccccc3)C2=O)c(OC)c1 (stereo unspecified)	5	0.4	10	-6	1.3
37	CC(=O)Nc1cccc(NC(=S)Nc2ccc(F)cc2F)c1	0	0.3	3	-6	-1.0
38	COC(=O)c1ccc(-n2c(C)cc(/C=N/n3cnnc3)c2C)cc1	-25	-1.4	0	-7	-0.6
39	Nn1c(SCC(=O)NC2CCCCC2)nnc1-c1ccco1	26	0.2	-2	-5	-0.7
40	O=[N+]([O-])c1ccc(-c2nc3ccc([N+](=O)[O-])cc3[nH]2)cc1	4	0.0	36*	-2	3.4

no.	DNMT1 inh	NadD inh	SUMO1-SIM PPI	STEP block	Neddylation inh
31	5	21	0	-4	i
32	2	-6	2	-1	i
33	1	0	0	-2	i
34	0	-6	9	0	i
35	-1	7	-6	-2	i
36	-1	-2	9	1	i
37	-4	0	-3	0	i
38	-1	-2	-2	-1	i
39	2	2	4	5	i
40	-2	3	-20	0	i

# The results go on:
no.	canonical_smiles	SKN-1 block	TbMetRS inhib	CendR NRP1 mod	Scp-1 inhibitor	LMPTP block
41	O=C1CSC2=NCN(c3ccc4c(c3)OCO4)CN12	-8	-0.3	-6	-8	-0.2
42	CCOC(=O)c1sc(N)c(C(=O)Nc2ccccc2)c1C	9	0.4	6	-3	1.4
43	Cc1cccc(OCC(=O)NC(=S)Nc2ccccc2N2CCOCC2)c1C	15	-0.2	-2	0	1.7
44	CCN(CC)S(=O)(=O)c1ccc2c(c1)N(CC(=O)Nc1ccc(NC(C)=O)cc1)C(=O)CO2	1	-0.7	-4	24	-0.5

no.	DNMT1 inh	NadD inh	SUMO1-SIM PPI	STEP block	Neddylation inh
41	-4	2	2	-2	i
42	-5	0	0	22	i
43	34	6	-22	-1	i
44	0	0	-6	-2	i
